High-throughput results deposited in PubChem by several laboratories.
FadD28 FP inh: blocks FadD28 binding to the bisubstrate probe | inhibition, % at 12.5 µM | 360,000 compounds, 0.22% hits | fluorescence polarization; in the data active = inhibition above about 8.5%, passing the limit was not always enough
GDH-TPI counter: inhibits GDH-TPI coupling enzymes, artifact for Mtb FBA screen; GDH-TPI coupled enzyme counterscreen, NADH absorbance; inhibition, % at 4.8 µM; 360,000 compounds, 1.2% hits; AID 588335;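 note: 0% = DMSO wells and 100% = wells lacking the enzyme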
FBA Mtb inh: inhibits M. tuberculosis FBA enzyme; P9WQA3; purified M. tuberculosis FBA, fluorescence read-out; inhibition, % at 1 µM; 360,000 compounds, 2.3% hits; AID 588726; in the data active = inhibition above about 27%;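 note: 0% = vehicle and 100% = reference inhibitor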
Target sequence (P9WQA3 whole entry, looked up): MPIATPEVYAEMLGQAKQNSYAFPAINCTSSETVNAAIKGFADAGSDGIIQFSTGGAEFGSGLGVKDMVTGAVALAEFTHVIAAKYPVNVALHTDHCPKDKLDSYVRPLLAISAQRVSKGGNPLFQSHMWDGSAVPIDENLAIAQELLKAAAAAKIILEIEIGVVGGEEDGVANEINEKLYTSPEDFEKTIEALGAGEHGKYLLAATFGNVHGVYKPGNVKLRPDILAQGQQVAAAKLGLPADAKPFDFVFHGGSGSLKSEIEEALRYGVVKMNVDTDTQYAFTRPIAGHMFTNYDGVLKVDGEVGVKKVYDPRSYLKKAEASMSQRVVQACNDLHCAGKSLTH
BoNT F protease: BoNT F light chain protease inhibition; AID 588497; inhibition, % at 10 µM; 360,000 compounds, 0.22% hits; Multiplex microsphere protease cleavage assay, flow cytometry; in the data active = inhibition above about 35%, passing the limit was not always enough; note: plate controls were buffer without enzyme for full effect and enzyme alone for no effect
BoNT A protease: blocks Botulinum neurotoxin A light chain protease; 360,000 compounds, 0.17% hits; multiplex microsphere protease substrate cleavage, flow cytometry; inhibition, % at 10 µM; AID 588499; in the data active = inhibition above about 30%; note: plate controls were buffer without enzyme for full effect and enzyme alone for no effect
CCHF vOTU inh: blocks the CCHF virus ovarian tumor domain protease | AID 651958 | CCHFV vOTU protease, Pep-AMC fluorescence | inhibition, % at 11.5 µM | 370,000 compounds, 0.55% hits; note: 0% = vehicle wells with enzyme and 100% = no enzyme wells
Mtb BioA inh: blocks M. tuberculosis BioA enzyme activity. purified M. tuberculosis BioA enzyme, plate reader. inhibition, % at 9.99 µM. 360,000 compounds, 0.096% hits; in the data active = inhibition above about 40%
UGM FP inh: inhibitors of M. tuberculosis UDP-galactopyranose mutase. inhibition, % at 10 µM. 320,000 compounds, 0.06% hits. P9WIQ1. purified UGM, fluorescence polarization probe displacement. AID 504406; in the data active = inhibition above about 10%, passing the limit was not always enough
Target sequence (P9WIQ1 whole entry, looked up): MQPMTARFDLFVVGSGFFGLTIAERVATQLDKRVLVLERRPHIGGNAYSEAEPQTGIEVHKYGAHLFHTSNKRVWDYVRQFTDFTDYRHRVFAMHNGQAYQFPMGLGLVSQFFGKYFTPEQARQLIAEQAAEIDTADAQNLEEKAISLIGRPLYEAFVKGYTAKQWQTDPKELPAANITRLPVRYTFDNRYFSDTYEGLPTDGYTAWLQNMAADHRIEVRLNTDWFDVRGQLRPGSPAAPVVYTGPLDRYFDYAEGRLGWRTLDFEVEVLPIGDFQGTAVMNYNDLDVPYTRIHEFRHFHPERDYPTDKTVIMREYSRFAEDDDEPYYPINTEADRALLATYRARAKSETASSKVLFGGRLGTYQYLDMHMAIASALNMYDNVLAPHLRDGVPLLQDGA
PrPC surface inh: cell surface PrPC inhibition, primary TR-FRET screen | TR-FRET read-out | inhibition, % at 13.8 µM | P04156 | 370,000 compounds, 0.43% hits; in the data active = inhibition above about 24%; note: 0% = median of the test wells and 100% = reference compound wells
* marks the source's active call; other numbers are inactive results; & = joins results of further samples. Cut-off read from the data, not from the text of the source, unless noted: active = inhibition above about 30%; inactive = the rest.

Results for CCn1nc(C)c(CNC(=O)c2cc(COc3ccc(F)cc3Cl)on2)c1C ?
FadD28 FP inh: -1.3; GDH-TPI counter: 13.0; FBA Mtb inh: 1.3; BoNT F protease: -1.9; BoNT A protease: -1.5; CCHF vOTU inh: -6.6; Mtb BioA inh: -1.2; UGM FP inh: 0.7; PrPC surface inh: 8.4

How did COc1ccc(/C(C)=N\NS(=O)(=O)c2ccccc2)cc1OC do in these assays?
FadD28 FP inh: -0.2; GDH-TPI counter: 3.8; FBA Mtb inh: -3.1; BoNT F protease: -3.0; BoNT A protease: 0.9; CCHF vOTU inh: -12.4; UGM FP inh: 1.2; PrPC surface inh: 2.8

What do the screens show for `CCC(=O)N/N=C(\C)CC(=O)Nc1ccc2c(c1)OCCO2`?
FadD28 FP inh: -1.3; GDH-TPI counter: 3.7; FBA Mtb inh: 0.1; BoNT F protease: 22.2; BoNT A protease: 2.5; CCHF vOTU inh: -12.5; UGM FP inh: 2.4; PrPC surface inh: 3.3

Results for Cc1nc(N2CCC(C)CC2)c2c(C)c(C(=O)O)sc2n1 ?
FadD28 FP inh: -2.6; GDH-TPI counter: 15.5; FBA Mtb inh: -2.6; BoNT F protease: -9.4; BoNT A protease: 0.4; CCHF vOTU inh: 6.3; Mtb BioA inh: 3.6; UGM FP inh: -0.1; PrPC surface inh: 6.1

How did NC(=O)C1CCN(C(=O)CC2C(=O)NCCN2Cc2cccc(Oc3ccccc3)c2)CC1 (configuration not stated) do in these assays?
FadD28 FP inh: -10.6; GDH-TPI counter: 0.0; FBA Mtb inh: 2.6; BoNT F protease: 0.2; BoNT A protease: -6.6; CCHF vOTU inh: 3.1; Mtb BioA inh: -0.4; UGM FP inh: 1.4; PrPC surface inh: -2.8

Results for COc1ccc(NC(=O)C[C@H]2C(=O)N(c3ccccc3)C[C@@H]2CSC)cc1 ?
FadD28 FP inh: -5.8; GDH-TPI counter: -2.8; FBA Mtb inh: -2.0; BoNT F protease: -2.4; BoNT A protease: -0.4; CCHF vOTU inh: 4.4; Mtb BioA inh: -0.2; PrPC surface inh: -1.8

What do the screens show for `O=C(NC(=S)Nc1ccc(N2CCOCC2)cc1)c1cccc(Cl)c1`?
FadD28 FP inh: 1.3; GDH-TPI counter: 3.3; FBA Mtb inh: 1.6; BoNT F protease: -8.3; BoNT A protease: -1.8; CCHF vOTU inh: 1.6; UGM FP inh: -0.2; PrPC surface inh: 7.1

What do the screens show for `COc1ccc(-c2cc3ccccc3cn2)cc1`?
FadD28 FP inh: -4.3; GDH-TPI counter: 14.3; FBA Mtb inh: 9.9; BoNT F protease: -7.2; BoNT A protease: -0.4; CCHF vOTU inh: 12.7; Mtb BioA inh: 0.3; UGM FP inh: -0.4; PrPC surface inh: -6.3

How did CCNc1nc(N)nc(-c2cc(Cl)ccc2O)n1 do in these assays?
FadD28 FP inh: -2.7; GDH-TPI counter: 8.0; FBA Mtb inh: 2.5; BoNT F protease: 10.0; BoNT A protease: 1.3; Mtb BioA inh: 1.0; UGM FP inh: 1.6

Results for CCOC(=O)C1=C(O)/C(=C\c2ccc(CNC(=O)C(=O)Nc3ccccc3)o2)N=C1C ?
FadD28 FP inh: 2.7; GDH-TPI counter: 27.6; FBA Mtb inh: 0.1; BoNT F protease: -12.5; BoNT A protease: -0.9; CCHF vOTU inh: 6.0; Mtb BioA inh: -6.1; UGM FP inh: -1.5; PrPC surface inh: -5.7

How did CC(C)=CCC/C(C)=C/CNC(=O)C[C@H]1C[C@H](C(=O)N2CCCCC2)[C@@]2(CCc3ccccc3)c3[nH]c4cc(-c5ccco5)ccc4c3CCN2C1=O do in these assays?
FadD28 FP inh: -5.8; GDH-TPI counter: 15.6; FBA Mtb inh: 6.7; BoNT F protease: -7.3; BoNT A protease: -0.3; Mtb BioA inh: -1.2

What do the screens show for `Cc1ccccc1OC(C)C(=O)NC1CCCC1` (configuration not stated)?
FadD28 FP inh: -2.7; GDH-TPI counter: -5.0; FBA Mtb inh: 4.3; BoNT F protease: 3.2; BoNT A protease: -0.6; CCHF vOTU inh: -0.5; Mtb BioA inh: 1.2; UGM FP inh: 2.4; PrPC surface inh: -5.2

How did CCN(CC)CCCN(C(C)=O)c1nc(-c2cc(OC)ccc2OC)cs1 do in these assays?
FadD28 FP inh: -0.9; GDH-TPI counter: -1.7; FBA Mtb inh: -0.6; BoNT F protease: -11.1; BoNT A protease: -0.6; CCHF vOTU inh: -8.3; UGM FP inh: 0.8; PrPC surface inh: -8.9

How did Cc1c(N=C/C=C2/N(C)c3ccccc3C2(C)C)c(=O)n(-c2ccccc2)n1C do in these assays?
FadD28 FP inh: -4.4&-0.2; GDH-TPI counter: 23.7&14.7; FBA Mtb inh: -8.0&-3.3; BoNT F protease: -9.1&-45.5; BoNT A protease: -0.1&1.5; CCHF vOTU inh: 14.3&15.9; Mtb BioA inh: 1.0; UGM FP inh: -0.2; PrPC surface inh: -8.8&-4.7

What do the screens show for `CCn1c(SCC(=O)NNC(=S)Nc2ccccc2)nnc1-c1ccc(Cl)cc1`?
FadD28 FP inh: -1.3; GDH-TPI counter: 1.1; FBA Mtb inh: -0.1; BoNT F protease: 4.5; BoNT A protease: -0.4; CCHF vOTU inh: -10.4; Mtb BioA inh: 3.5; UGM FP inh: 0.4; PrPC surface inh: -0.1

Results for Fc1ccc(CN2CCN(c3ncnc4scc(-c5ccc(F)cc5)c34)CC2)cc1 ?
FadD28 FP inh: -3.7; GDH-TPI counter: -2.1; FBA Mtb inh: 1.4; BoNT F protease: -2.6; BoNT A protease: -5.6; CCHF vOTU inh: -2.5; Mtb BioA inh: 0.1; UGM FP inh: -0.1; PrPC surface inh: -1.5

What do the screens show for `Cc1ccc(CN2CC(C(=O)NNC(=O)Cn3ccc(C(F)(F)F)n3)CC2=O)cc1` (configuration not stated)?
FadD28 FP inh: -2.5; GDH-TPI counter: -4.9; FBA Mtb inh: -0.6; BoNT F protease: -6.9; BoNT A protease: 0.1; CCHF vOTU inh: -3.3; Mtb BioA inh: -0.6; UGM FP inh: -0.1; PrPC surface inh: -1.8

Results for CCc1ccccc1NC(=O)CSc1nc2ccccc2nc1N1CCOCC1 ?
FadD28 FP inh: -0.6; GDH-TPI counter: 14.8; FBA Mtb inh: 7.1; BoNT F protease: -12.1; BoNT A protease: 0.4; CCHF vOTU inh: -1.1; Mtb BioA inh: -2.0; UGM FP inh: -3.2; PrPC surface inh: 5.8

Results for CCOc1ccccc1OCCCNCc1ccccc1 ?
FadD28 FP inh: -3.7; GDH-TPI counter: -0.8; FBA Mtb inh: -0.8; BoNT F protease: 7.8; BoNT A protease: 4.3; CCHF vOTU inh: -13.4; Mtb BioA inh: 0.2; UGM FP inh: 0.1; PrPC surface inh: -4.0

What do the screens show for `Nc1ccccc1C(=O)N1O[C@@H]2C=C[C@H]1C2`?
FadD28 FP inh: -0.8; GDH-TPI counter: 0.9; FBA Mtb inh: 14.9; BoNT F protease: -2.9; BoNT A protease: 0.2; CCHF vOTU inh: -13.4; Mtb BioA inh: -2.8; PrPC surface inh: 3.6

How did O=C(CC1C(=O)NCCN1C(=O)Nc1ccc(F)cc1)Nc1cc(Cl)ccc1Cl (configuration not stated) do in these assays?
FadD28 FP inh: -3.4; GDH-TPI counter: -4.8; FBA Mtb inh: -1.2; BoNT F protease: 9.9; BoNT A protease: -0.2; CCHF vOTU inh: -8.8; Mtb BioA inh: -0.4; UGM FP inh: 0.2; PrPC surface inh: 7.7

Results for O=C(Cc1ccccc1)NNC(=O)Cc1ccccc1 ?
FadD28 FP inh: -1.9; GDH-TPI counter: -6.8; FBA Mtb inh: 4.4; BoNT F protease: -7.9; BoNT A protease: -1.3; CCHF vOTU inh: -0.8; Mtb BioA inh: 1.0; UGM FP inh: -0.3; PrPC surface inh: 1.8

What do the screens show for `COc1ccc(-c2ccc(=O)n(CC(=O)Nc3cccc(O)c3)n2)cc1OC`?
FadD28 FP inh: -5.3; GDH-TPI counter: 4.0; FBA Mtb inh: -1.8; BoNT F protease: 1.3; BoNT A protease: -0.1; CCHF vOTU inh: -4.4; Mtb BioA inh: 3.9; UGM FP inh: -0.9; PrPC surface inh: -14.7

How did Cn1c(SCC(=O)NC2CCCC2)nnc1-c1ccco1 do in these assays?
FadD28 FP inh: 1.1; GDH-TPI counter: 0.0; FBA Mtb inh: 4.6; BoNT F protease: -7.0; BoNT A protease: -0.7; CCHF vOTU inh: -1.1; Mtb BioA inh: 1.5; UGM FP inh: -0.5; PrPC surface inh: 5.2

Results for C[C@@H](NC(=O)c1[nH]cnc1C(=O)Nc1ccccc1)c1ccccc1 ?
FadD28 FP inh: -16.8; GDH-TPI counter: 6.9; FBA Mtb inh: 0.4; BoNT F protease: 9.7; BoNT A protease: -0.2; CCHF vOTU inh: 12.4; Mtb BioA inh: 0.6; UGM FP inh: -0.7; PrPC surface inh: -2.1

How did Cc1ccc(Nc2ccc3nonc3c2[N+](=O)[O-])cc1 do in these assays?
FadD28 FP inh: -1.0; GDH-TPI counter: 2.7; FBA Mtb inh: -5.7; BoNT F protease: -3.7; BoNT A protease: -0.4; CCHF vOTU inh: 15.2; UGM FP inh: -2.1; PrPC surface inh: -47.4

What do the screens show for `CCC(=O)[C@@]1(C)[C@H](C)C[C@H]2[C@@H]3CCC4=CC(=O)C=C[C@]4(C)[C@H]3[C@@H](O)C[C@@]21C`?
FadD28 FP inh: -0.6; GDH-TPI counter: 3.6; FBA Mtb inh: -0.3; BoNT F protease: -14.6; BoNT A protease: -1.5; CCHF vOTU inh: -0.2; Mtb BioA inh: -1.0; UGM FP inh: 0.7; PrPC surface inh: 2.8

What do the screens show for `Cc1noc(C)c1S(=O)(=O)NC(=O)C1(C)CCN1C(=O)Cc1ccc(-c2ccccc2)cc1` (configuration not stated)?
FadD28 FP inh: -1.5; GDH-TPI counter: 5.3; FBA Mtb inh: -0.9; BoNT F protease: -2.3; BoNT A protease: -0.2; CCHF vOTU inh: -10.1; Mtb BioA inh: 0.0; PrPC surface inh: 5.4

Results for CN(C)/N=C/C=C1\CCC/C(=C\c2ccc(F)c(F)c2)C1=O ?
FadD28 FP inh: -1.1; GDH-TPI counter: 8.8; FBA Mtb inh: 2.0; BoNT F protease: -1.9; BoNT A protease: -0.1; CCHF vOTU inh: 5.3; UGM FP inh: -3.2; PrPC surface inh: 1.3

How did OCCN=Cc1c(O)[nH]c2ccccc12 do in these assays?
FadD28 FP inh: -2.3; GDH-TPI counter: 23.8; FBA Mtb inh: -3.0; BoNT F protease: -4.2; BoNT A protease: 0.3; CCHF vOTU inh: -0.7; Mtb BioA inh: -1.1; UGM FP inh: 0.1; PrPC surface inh: -5.4

What do the screens show for `COc1cccc(CN2CCN(Cc3ccc(O)cc3)CC2CCO)c1` (configuration not stated)?
FadD28 FP inh: 1.0; GDH-TPI counter: 1.2; FBA Mtb inh: 2.3; BoNT F protease: -4.7; BoNT A protease: -0.5; CCHF vOTU inh: -8.1; UGM FP inh: -0.4; PrPC surface inh: -4.8

How did Cc1ccc(Cn2c(CCC(=O)O)nc3ncccc3c2=O)cc1 do in these assays?
FadD28 FP inh: -1.7; GDH-TPI counter: 18.0; FBA Mtb inh: 6.5; BoNT F protease: 22.9; BoNT A protease: 0.6; CCHF vOTU inh: 11.9; Mtb BioA inh: 3.2; UGM FP inh: 2.3; PrPC surface inh: -6.2

Of the compounds above, 2 contain a COOH group.
Results for Cc1nc(N2CCC(C)CC2)c2c(C)c(C(=O)O)sc2n1 ?
FadD28 FP inh: -2.6; GDH-TPI counter: 15.5; FBA Mtb inh: -2.6; BoNT F protease: -9.4; BoNT A protease: 0.4; CCHF vOTU inh: 6.3; Mtb BioA inh: 3.6; UGM FP inh: -0.1; PrPC surface inh: 6.1

How did Cc1ccc(Cn2c(CCC(=O)O)nc3ncccc3c2=O)cc1 do in these assays?
FadD28 FP inh: -1.7; GDH-TPI counter: 18.0; FBA Mtb inh: 6.5; BoNT F protease: 22.9; BoNT A protease: 0.6; CCHF vOTU inh: 11.9; Mtb BioA inh: 3.2; UGM FP inh: 2.3; PrPC surface inh: -6.2
